# RAD54 inh: inhibitors of human RAD54 branch migration; RAD54 Holliday junction branch migration, FAM/BHQ fluorescence; inhibition, % at 10.4 µM; actives 0.14% (n = 360,000); AID 602329;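 active = mean normalized replicate activity at least 40 and at least half of replicates scoring 40 or more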;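 note: 0% = median of neutral control wells and 100% = median of positive control wells; inhibitors cause a drop in the FAM fluorescence signal; in these data hits start at about 50%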
# XiGFP reactiv: activators of X-chromosome reactivation in mouse fibroblasts; XiGFP mouse fibroblasts, % GFP-positive cells imaging, 3 d; cells co-treated with 5-aza-dC sensitizer; scaled so ellipticine positive control = 100%; activation, % at 7.58 µM; actives 0.055% (n = 360,000); AID 743238;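 active = mean normalized replicate activation at least 10% and every replicate at or above 10%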;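 note: 0% = median of on-plate neutral control wells and 100% = ellipticine 6 µM median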
#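 System: 68-5-11 XiGFP fibroblast line; Timing: 3 days compound exposure; Compound dosing: one concentration, pinned; Benchmarks: positive control ellipticine, 6 µM final; Buffer or medium: DMEM containing 5-aza-dC.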
# E-sel inducer: induces E-selectin expression in human endothelial cells; actives 0.37% (n = 260,000); HUVEC E-selectin immunofluorescence imaging; normalized: neutral wells 0, TNF-alpha wells 100; activation, % at 7.58 µM; P16581;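 active = mean E-selectin-positive cell signal at least 10% of the positive control, reached in at least 60% of replicates, without over 20% cell loss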;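 note: in these data hits start at about 27%; measured in HUVEC primary endothelial cells; signal is the percent of cells scored E-selectin positive by PE staining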
#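 Test system: HUVEC | Signal: Immunofluorescence imaging | Read-out: Percent E-selectin-positive cells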
# ERAP1 inh: blocks human ERAP1 aminopeptidase activity | Q9NZ08 | recombinant ERAP1, Leu-AMC fluorescence, 60 min | inhibition, % at 10.7 µM | actives 0.15% (n = 340,000) | AID 652197;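 active = mean replicate inhibition of at least 30%, or all replicates individually reaching that 30% level; inactive = mean below 30% and not every replicate reaching it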;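 note: 0% = neutral control wells and 100% = L-leucinethiol positive control wells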
# Target sequence (Q9NZ08 whole entry, looked up): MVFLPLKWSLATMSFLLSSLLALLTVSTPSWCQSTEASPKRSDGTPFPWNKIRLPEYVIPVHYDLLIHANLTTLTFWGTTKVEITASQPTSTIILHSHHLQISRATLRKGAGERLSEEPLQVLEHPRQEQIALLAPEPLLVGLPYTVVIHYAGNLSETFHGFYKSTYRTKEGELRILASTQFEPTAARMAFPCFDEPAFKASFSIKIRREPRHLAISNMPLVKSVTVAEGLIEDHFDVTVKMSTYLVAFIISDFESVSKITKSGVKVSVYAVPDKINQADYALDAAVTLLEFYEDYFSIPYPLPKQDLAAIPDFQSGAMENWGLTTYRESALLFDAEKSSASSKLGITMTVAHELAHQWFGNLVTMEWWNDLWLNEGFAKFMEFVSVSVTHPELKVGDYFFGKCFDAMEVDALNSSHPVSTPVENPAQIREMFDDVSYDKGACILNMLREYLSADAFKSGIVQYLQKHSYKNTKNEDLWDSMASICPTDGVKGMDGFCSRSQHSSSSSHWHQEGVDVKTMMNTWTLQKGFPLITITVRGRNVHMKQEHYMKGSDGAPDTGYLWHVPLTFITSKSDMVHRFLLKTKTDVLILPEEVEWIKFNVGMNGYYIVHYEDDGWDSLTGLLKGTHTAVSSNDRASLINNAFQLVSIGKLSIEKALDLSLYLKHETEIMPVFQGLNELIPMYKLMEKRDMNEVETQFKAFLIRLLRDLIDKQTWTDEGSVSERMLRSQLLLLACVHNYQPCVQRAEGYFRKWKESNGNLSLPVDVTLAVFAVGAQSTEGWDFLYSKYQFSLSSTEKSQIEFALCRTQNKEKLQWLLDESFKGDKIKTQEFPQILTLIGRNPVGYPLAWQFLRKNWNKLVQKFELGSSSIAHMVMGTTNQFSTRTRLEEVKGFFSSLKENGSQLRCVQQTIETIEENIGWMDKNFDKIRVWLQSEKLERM
# RAD52 anneal inh: inhibitors of human RAD52 DNA annealing | recombinant RAD52 DNA annealing, FRET fluorescence | inhibition, % at 18.7 µM | actives 0.46% (n = 360,000) | AID 651710;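 active = every replicate showing at least 50% inhibition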
# S100A4 inh HTS: S100A4-myosin IIA interaction inhibition | S100A4/TAMRA-MyoIIA peptide fluorescence polarization | inhibition, % at 10.7 µM | actives 0.14% (n = 360,000) | AID 652163;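 active = mean inhibition of at least 70% across replicates, with every replicate also reaching that level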
# Target sequence (P26447 whole entry, looked up): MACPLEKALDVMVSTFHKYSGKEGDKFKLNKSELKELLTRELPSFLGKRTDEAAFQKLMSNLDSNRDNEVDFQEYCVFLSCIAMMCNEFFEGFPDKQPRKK
#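 Material: S100A4 monomer (human). Medium: Calcium-containing HEPES buffer, pH 7.2. Probe or stimulus: labelled myosin peptide probe, 5 nM. Compound dosing: one concentration per compound. Timing: polarization read 5 min after assay mix addition, stable 5–60 min. Benchmarks: DMSO as neutral control, TFP as positive control.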
# esBAF inh: inhibitors of esBAF chromatin remodeling in mouse ES cells | Bmi1-luciferase knock-in reporter, 24 h; 100% = twice the neutral-well signal | reporter increase, % at 12.5 µM | actives 2% (n = 350,000) | AID 602393; in the data active = activation above about 40%;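 note: 0% = median of the plate's neutral control wells and 100% = double that signal; a rise in the Bmi1 reporter signal indicates esBAF inhibition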
# ERp5 inh: ERp5 (human) disulfide isomerase inhibition; Q15084; ERp5 insulin aggregation, absorbance 650 nm, 90 min; inhibition, % at 9.99 µM; actives 0.05% (n = 350,000); AID 651711;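 active = mean replicate inhibition above about 25%, with every replicate also reaching it, limit read from the data, passing the limit was not always enough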
# The depositor's hits bear a star; . = not tested or not shown.
SMILES,RAD54 inh,XiGFP reactiv,E-sel inducer,ERAP1 inh,RAD52 anneal inh,S100A4 inh HTS,esBAF inh,ERp5 inh
NS(=O)(=O)c1ccc(Sc2ccc3c(c2)CCC3)nc1,-9,0.0,-0.1,1,-8,-2,-6,0
CC1(C(=O)Nc2cccc(OC(F)(F)F)c2)Cc2c(-c3ccc(C(N)=O)cc3)ccnc2O1 (configuration not stated),-2,0.0,0.7,1,13,3,4,-7
C[C@@H]1CN([C@@H](C)CO)S(=O)(=O)c2ccc(C#C[C@@H](C)O)cc2O[C@@H]1CN(C)C(=O)C1CCCCC1,3,0.6,.,-3,14,-9,-4,-5
O=C(CCc1ccccc1)NC(=S)Nc1cccc(C(=O)O)c1,3,-0.1,0.0,-7,-3,-4,24,3
COCC(=O)Nc1ccc2c(c1)[C@@H]1C[C@@H](CC(=O)N[C@@H](C)c3ccccc3)O[C@@H](CO)[C@@H]1O2,1,0.0,0.1,-3,-19,3,4,6
CC1Oc2ccccc2C=C1/C=N/Nc1ccc(C(=O)O)cc1 (configuration not stated),6,0.5,-2.6,-13,12,23,.,-6
COc1ccc(C(=O)OCC(=O)NCC2CCCO2)c(F)c1 (configuration not stated),13,0.1,-0.5,-2,-15,1,1,11
COc1cc(C)c(NC(=S)NCCCN2CCOCC2)cc1OC,4,-0.2,.,1,-9,-2,3,3
Cc1c(S(=O)(=O)N2CCCCC2)c(=O)n(C)c(=O)n1C,.,0.0,0.1,-1,-8,0,-5,-2
Cc1ccc2nc(-c3cccc(Br)c3)c(Cc3cccc(F)c3)n2c1,.,-0.1,0.6,.,-290,1,.,2
O=C(C[C@H]1CC[C@@H](NC(=O)c2ccc(F)cc2)[C@H](CO)O1)NCCc1ccncc1,-5,-0.6,0.2,7,22,1,-3,4
O=S(=O)(Nc1cccc(F)c1)c1ccc(S(=O)(=O)N2CCOCC2)cc1,-2,0.0,4.1,1,-10,-2,-3,-7
O=C(c1cc(-c2cccc(O)c2)on1)N1CCOCC1,-9,0.0,1.9,5,-8,-9,2,4
O=C(COc1ccccc1-c1ccccc1)NN=C1CCCC1,.,-0.1,.,-4,-22,5,.,-4
O=c1cc(CN2CCCC2)c2c(ccc3ccccc32)o1,2,0.1,.,-1,-27,-3,0,2

# In the list so far, these have two or more sulfur atoms:
SMILES,RAD54 inh,XiGFP reactiv,E-sel inducer,ERAP1 inh,RAD52 anneal inh,S100A4 inh HTS,esBAF inh,ERp5 inh
NS(=O)(=O)c1ccc(Sc2ccc3c(c2)CCC3)nc1,-9,0.0,-0.1,1,-8,-2,-6,0
O=S(=O)(Nc1cccc(F)c1)c1ccc(S(=O)(=O)N2CCOCC2)cc1,-2,0.0,4.1,1,-10,-2,-3,-7

# Other compounds follow.
SMILES,RAD54 inh,XiGFP reactiv,E-sel inducer,ERAP1 inh,RAD52 anneal inh,S100A4 inh HTS,esBAF inh,ERp5 inh
CNC(=O)C[C@@H]1CC[C@H]2[C@H](COc3ccc(NC(=O)Nc4cccc(C)c4)cc3C(=O)N2C)O1,0,0.0,0.2,1,-2,3,0,-2
Cc1ccc(-n2cnc(N)c2C(=O)c2cccc([N+](=O)[O-])c2)cc1,-1,0.3,1.1,7,-5,-4,.,0
CC1CN(C(=O)c2ccc(CNS(=O)(=O)c3cccc(Cl)c3)cc2)CC(C)O1 (configuration not stated),16,0.0,0.1,4,-3,-3,-2,-1
CC(C)NC(=O)N[C@H]1CC[C@H](CCN)O[C@H]1CO,7,-0.4,-0.2,-4,-8,5,0,3
O=C1C(Cl)=C(Oc2ccccc2)C(=O)c2ccccc21,.,19*,-0.2,4,5,1,.,-9
COc1ccc(NC(=O)Nc2ccc3c(c2)C(=O)N([C@@H](C)CO)C[C@@H](C)[C@H](CN(C)Cc2ccc(Oc4ccccc4)cc2)O3)cc1,10,-0.9,-0.4,-7,2,-9,-17,-2
O=[N+]([O-])c1ccccc1CN1CCN(S(=O)(=O)c2ccccc2)CC1,.,0.2,8.5,3,-1,-5,.,2
COc1cccc(NC(=O)Nc2ccc3c(c2)C(=O)N(C)[C@H]2CC[C@H](CC(=O)O)O[C@H]2CO3)c1,-1,0.1,-0.1,.,.,.,-18,.
Cc1c(CCC(=O)N2CCC[C@H]2C(=O)O)c(=O)oc2c(C)c3oc4c(c3cc12)CCCC4,4,.,.,-9,2,-2,-49,-4
CCC(C)NC(=O)COC(=O)c1ccccc1OCC(=O)Nc1ccc(Br)cc1 (configuration not stated),.,0.3,-3.0,0,2,2,.,5
COc1cc(/C=C(/C#N)C(=O)NC(C)c2ccccc2)cc(OC)c1O (configuration not stated),-12,0.0,-0.3,7,-54,-2,9,-1
COCOCCn1cc(CN2CCS(=O)(=O)N(Cc3ccc(-c4cccc(CO)c4)cc3)C(CC(C)C)C2=O)nn1 (configuration not stated),-3,0.0,-0.1,11,-9,0,0,1
Cc1ccc(NS(=O)(=O)c2cc(C(=O)NCCCN(C)C)ccc2Cl)cc1Cl,-7,0.0,.,-20,14,3,-1,-2
CCN(CC)C(=S)SC1CCCCN(C(=O)c2ccccc2)C1=O (configuration not stated),.,-0.2,-0.2,.,-3,-2,.,5
CCCn1c(N)c(N2CCCCC2)c(=O)n(CC(=O)Nc2ccccc2C(F)(F)F)c1=O,4,0.2,2.2,-2,-22,-6,8,2
COc1ccc(NCC(=O)n2c(C)c(C)c3ccccc32)cc1,-2,0.1,0.0,5,-22,1,-2,-3
Cc1c(CN(C)Cc2cn(C)nc2-c2ccccc2F)[nH]c2ccccc12,6,0.8,0.1,.,-8,1,-4,2
O=C(NC1(C(F)(F)F)NC(=O)N(c2ccccc2F)C1=O)c1ccncc1 (configuration not stated),-4,-0.1,-2.2,-2,-5,-4,7,-4
CCc1nc2c(OCCOc3ccc(F)cc3)cccn2c1N(C)C(=O)c1ccc(C)cc1,-5,-0.1,-0.2,8,9,1,-6,4
COc1ccccc1-c1cnc2c(c1)C(=O)N([C@@H](C)CO)C[C@@H](C)[C@H](CN(C)C(=O)c1ccncc1)O2,2,0.0,3.2,0,9,-4,-5,-1
O=C(O)Cc1ccc(NC(=O)C(c2ccccc2)c2ccccc2)cc1,.,0.1,.,0,-8,-3,.,5
CC(C)NC(=O)N[C@@H]1C=C[C@H](CC(=O)N2CCCCC2)O[C@H]1CO,3,0.2,-0.5,1,-4,28,-3,-2
Cc1ccc(NC(=O)COC(=O)c2ccc3c(c2)OCO3)cc1S(=O)(=O)N1CCCCC1,.,0.2,.,12,-5,1,.,4
COc1cccc(Nc2nc(C(N)Cc3ccccc3)cs2)n1 (configuration not stated),-2,0.0,-0.1,2,-35,4,-5,4
CC(C)N(C[C@@H]1N[C@@H](CO)[C@@H]1c1ccccc1)S(=O)(=O)c1ccccc1,3,0.4,-0.1,-1,-34,8,-2,-1
CC(=O)N(C)C[C@H]1Oc2cc(C#CC3(O)CCCC3)ccc2S(=O)(=O)N([C@@H](C)CO)C[C@@H]1C,-2,-0.6,-0.1,-3,-3,2,-3,1
CCCC#Cc1cnc2c(c1)C(=O)N([C@H](C)CO)C[C@H](C)[C@@H](CN(C)C(=O)Nc1ccccc1F)O2,-3,-1.1,0.3,-3,-3,1,0,6
CN1C(=O)c2ccc(NC(=O)C3CC3)cc2C1=O,-20,0.4,-0.7,-14,-17,35,-2,9
COc1ccc(Cl)cc1NC(=O)NC(C)C,.,0.2,0.4,-1,4,-2,.,-2
CCCC(=O)Nc1ccc2c(c1)OC[C@@H](C)NC[C@H](C)[C@H](OC)CN(C)C2=O,-5,0.3,0.1,.,-7,-3,-4,4
CC(=O)N1[C@H](CO)[C@@H](c2ccc(-c3ccc(F)cc3)cc2)[C@H]1CNC(=O)C1CC1,1,0.2,-0.1,.,.,.,-1,.
CC(c1ccccc1)N1CNc2c(c(=O)n(C)c(=O)n2C)C1 (configuration not stated),-5,.,.,3,1,0,-4,2
CN(C)C(=O)c1cccc(-c2ccc([C@H]3[C@H]4CN(C(=O)CC5CC5)CC(=O)N4[C@H]3CO)cc2)c1,.,0.4,0.5,1,1,-2,.,4
CCCN1[C@@H]2c3cccc(=O)n3C[C@@H]2[C@@H](CO)[C@@H]1C(=O)NC1Cc2ccccc2C1,10,0.1,-0.2,1,2,1,-2,-3
CN1C(C(=O)NCc2ccco2)=CC(c2ccc(F)cc2)=NS1(=O)=O,-9,0.0,.,1,-17,-2,3,3
O=C(N/N=C1/CCS(=O)(=O)c2ccc(F)cc21)c1ccccn1,.,0.0,1.5,4,-9,12,.,-21
CC(C)NC(=O)Nc1ccc2c(c1)CC(=O)N([C@H](C)CO)C[C@H](C)[C@H](CN(C)S(=O)(=O)c1cccs1)O2,14,-0.1,0.0,4,1,5,-15,6
CCNC(=O)COC(=O)c1ccc(NS(=O)(=O)c2ccc3c(c2)OCCO3)cc1,.,0.0,.,-2,-4,-2,.,0
COc1ccc(NC(=O)COC(=O)CNC(=O)c2cccs2)cc1Cl,1,0.4,0.2,-2,-16,-5,-4,5
C[C@H](CO)N1C[C@H](C)[C@H](CN(C)C(=O)NC2CCCCC2)OCCCC[C@H](C)Oc2ccc(NS(=O)(=O)c3cccs3)cc2C1=O,-2,-0.7,-0.1,1,-24,5,1,7
Cc1cccc(S(=O)(=O)N2CCCCN3[C@H](C2)[C@H](c2ccc(-c4ccncc4)cc2)[C@@H]3CO)c1,-5,0.1,0.1,2,14,0,10,-1
COc1ccc(-c2cc3ccc(O)cc3oc2=O)cc1,-2,0.0,.,-143,-5,3,-2,2
COc1ccc(CCNC(=O)c2ccc(Cl)nc2)cc1,1,0.1,.,2,-14,0,2,2
Nc1cccc(N2C(=O)c3cccc4c(N)ccc(c34)C2=O)c1,-430,1.5,-0.1,7,-132,12,-1,2
O=C(Nc1cccc(F)c1)N1CCCCN2[C@H](CO)[C@@H](c3ccc(C#Cc4ccccc4)cc3)[C@H]2C1,8,-0.1,0.0,-4,-28,-3,.,-9

# Given tab-delimited: part of the list above
SMILES	RAD54 inh	XiGFP reactiv	E-sel inducer	ERAP1 inh	RAD52 anneal inh	S100A4 inh HTS	esBAF inh	ERp5 inh
O=C(N/N=C1/CCS(=O)(=O)c2ccc(F)cc21)c1ccccn1	.	0.0	1.5	4	-9	12	.	-21
CCNC(=O)COC(=O)c1ccc(NS(=O)(=O)c2ccc3c(c2)OCCO3)cc1	.	0.0	.	-2	-4	-2	.	0
COc1ccc(CCNC(=O)c2ccc(Cl)nc2)cc1	1	0.1	.	2	-14	0	2	2

# The results go on.
SMILES,RAD54 inh,XiGFP reactiv,E-sel inducer,ERAP1 inh,RAD52 anneal inh,S100A4 inh HTS,esBAF inh,ERp5 inh
Oc1ccc(C(=S)N2CCN(Cc3ccccc3)CC2)cc1,-4,0.1,0.0,4,-37,4,-4,-1
O=C(NC(Cc1c[nH]c2ccccc12)C(=O)Nc1ccc(OC(F)(F)F)cc1)c1cccs1 (configuration not stated),3,0.2,-0.2,2,-6,0,-9,-5
C[C@@H]1CN([C@@H](C)CO)S(=O)(=O)c2ccc(-c3cccnc3)cc2O[C@H]1CN(C)C(=O)CC1CC1,3,-0.6,-0.1,-5,11,-6,-4,-3
O=c1[nH]c(N2CCN(Cc3ccc4c(c3)OCO4)CC2)nc2c1CCCC2,-6,0.0,.,0,-12,12,0,-1
CCCNC(=O)C[C@@H]1C[C@H]2c3cc(NC(=O)CC4CC4)ccc3O[C@H]2[C@H](CO)O1,-13,0.2,0.0,2,34,-20,3,62*
COc1ccc(CNC(=O)C[C@@H]2C[C@H]3c4cc(NC(=O)C5CCC5)ccc4O[C@H]3[C@H](CO)O2)cc1,-4,-0.1,-0.5,2,10,-2,3,-1
